PKA-R2B act = PKA-R2B complex activation. P22694+P31323. PKA-R2B holoenzyme dissociation, Cy5-IP20 fluorescence polarization; R2B truncated from residue 108, S112A mutant; 0% DMSO only, 100% 113 µM cGMP. activation, % at 11.4 µM. actives 0.079% (n = 340,000);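 active = activation above a cutoff set at the mean over all compounds plus 3 SD, cut at about 18% in these data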;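 also: higher means more holoenzyme dissociation and a rise in polarization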
AddAB inh = less growth of phage-infected E. coli with AddAB | E. coli expressing H. pylori AddAB, absorbance growth | inhibition, % at 11.9 µM | actives 0.29% (n = 330,000) | AID 435030; in the data active = inhibition above about 12%;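 also: 0% = vehicle wells of infected cells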
HTR5A inv ag = counter-screen for OPRM1-OPRD1 inverse agonists: human HTR5A inverse agonism; P47898; inhibition, % at 9.3 µM; actives 0.083% (n = 340,000); AID 504634; HTR5A cell line, luminescence; in the data active = inhibition mostly above about 23%, no sharp cut-off; inactive = mostly below about 18%;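 also: 0% = cells with DMSO and 100% = no-cell wells with DMSO; some compounds called inactive have numbers as strong as hits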
Target sequence (P47898 whole entry, looked up): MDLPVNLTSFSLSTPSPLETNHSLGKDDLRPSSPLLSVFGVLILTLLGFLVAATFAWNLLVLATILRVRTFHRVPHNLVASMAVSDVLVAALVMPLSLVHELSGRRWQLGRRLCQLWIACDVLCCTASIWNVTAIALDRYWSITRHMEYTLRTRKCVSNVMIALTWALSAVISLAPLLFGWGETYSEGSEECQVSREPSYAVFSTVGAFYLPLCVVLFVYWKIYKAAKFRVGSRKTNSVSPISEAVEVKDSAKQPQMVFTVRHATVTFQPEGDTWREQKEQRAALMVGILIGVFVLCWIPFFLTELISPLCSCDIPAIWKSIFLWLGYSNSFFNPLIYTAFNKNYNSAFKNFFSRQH
PKA-R1A activ = activators of PKA-R1A complex; PKA-R1A dissociation, Cy5-IP20 fluorescence polarization; scaled: DMSO 0%, 113 µM cGMP 100%; activation, % at 11.4 µM; actives 0.083% (n = 340,000);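 active = percent activation above the mean of all tested compounds plus 3 SD, cut at about 19% in these data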;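 also: higher means more PKAc released from R1A so a rise in polarization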
Ecoli viability = counter-screen for AddAB inhibitors: E. coli growth inhibition | AID 449728 | E. coli V3065 growth, OD600 absorbance, 18 h | inhibition, % at 11.9 µM | actives 0.27% (n = 330,000);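 active = inhibition above the campaign's mean inhibition across all tested compounds plus 3 SD, cut at about 9.9% in these data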;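 also: uninfected addAB+ strain grown without phage in ampicillin broth; 0% = DMSO wells and 100% = ciprofloxacin 0.95 µg/ml wells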
CDK5 inh = blocks human CDK5/p35 kinase activity; Recombinant CDK5/p35, ADP-Glo luminescence, 60 min; actives 0.01% (n = 330,000); AID 488839; inhibition, % at 10 µM;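 active = highest replicate inhibition of at least 50% and at least 75% of replicates reaching 50%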;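 also: plate controls were DMSO neutral control for no effect and GW8510 at 10 µM for full effect; many of its hits are not listed in these tables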
HTR5A ag ctr = activates human HTR5A in OPRM1-OPRD1 agonist counter-screen | AID 504692 | P47898 | actives 0.61% (n = 340,000) | HTR5A agonist assay, luminescence, cell-based | activation, % at 9.3 µM; in the data active = activation mostly above about 9.5%, no sharp cut-off; inactive = mostly below about 7.6%;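 also: 0% = cells with vehicle only and 100% = reference agonist; strong numbers were not always called active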
Tat export inh = E. coli Tat transport inhibition. E. coli MC4100 TorA-mCherry Tat export, fluorescence. inhibition, % at 10 µM. actives 0.036% (n = 340,000);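 active = mean replicate inhibition at least 50% and at least half of replicates individually reaching 50%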;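 also: exported cargo escapes ClpAP degradation while cytoplasmic cargo is degraded and loses fluorescence; 0% = median of neutral control wells and 100% = median of NaSCN control wells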
SUMO Mot1 rescue = blocks SUMOylation pathway, rescuing yeast Mot1-301 growth | growth rescue, % at 18.8 µM | actives 1% (n = 320,000) | S. cerevisiae Mot1-301 growth rescue, ATP luminescence, 38.5C; percent above DMSO median, 100 means doubled;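 active = every valid replicate shows activation above 250% relative to neutral control wells; inactive = the rest, any valid replicate at or below 250%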;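 also: OY570 slx delta 5 strain wells were the positive control but not used for scaling; some compounds called inactive have numbers as strong as hits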
DAGLB inhibitor = blocks human DAGLB lipase activity; inhibition, % at 5.17 µM; actives 0.059% (n = 340,000); HEK293T DAGLB membrane lysate, EnzChek fluorogenic substrate; in the data active = inhibition above about 34%;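 also: 0% = enzyme with vehicle and 100% = wells lacking enzyme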
Target sequence (Q8NCG7 whole entry, looked up): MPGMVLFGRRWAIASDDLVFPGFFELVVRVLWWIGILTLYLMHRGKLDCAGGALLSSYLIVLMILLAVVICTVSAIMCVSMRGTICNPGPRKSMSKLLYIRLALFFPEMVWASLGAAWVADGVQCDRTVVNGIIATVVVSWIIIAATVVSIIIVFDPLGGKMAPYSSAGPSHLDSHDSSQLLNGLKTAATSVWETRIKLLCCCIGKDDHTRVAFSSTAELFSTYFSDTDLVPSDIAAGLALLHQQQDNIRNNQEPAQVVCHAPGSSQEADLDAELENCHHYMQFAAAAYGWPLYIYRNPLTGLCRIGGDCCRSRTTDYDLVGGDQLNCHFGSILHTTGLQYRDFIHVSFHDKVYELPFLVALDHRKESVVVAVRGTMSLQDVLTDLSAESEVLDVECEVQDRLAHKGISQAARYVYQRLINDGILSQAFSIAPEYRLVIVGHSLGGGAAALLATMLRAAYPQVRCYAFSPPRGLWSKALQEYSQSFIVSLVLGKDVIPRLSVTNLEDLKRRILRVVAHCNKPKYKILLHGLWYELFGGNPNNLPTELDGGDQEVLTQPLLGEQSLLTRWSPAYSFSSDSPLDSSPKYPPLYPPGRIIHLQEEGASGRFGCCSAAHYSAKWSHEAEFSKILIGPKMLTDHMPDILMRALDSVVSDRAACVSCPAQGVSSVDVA
phage Ecoli inh = E. coli growth loss with phage present. growth absorbance. inhibition, % at 11.9 µM. actives 0.26% (n = 360,000); in the data active = inhibition above about 11%
* hit, by the source's call; . = not tested or not shown. Rows were taken by chance, and some 2.3% of all compounds hit somewhere here.

Preview:
Order of values: Tat export inh	Ecoli viability	AddAB inh	phage Ecoli inh	HTR5A ag ctr	HTR5A inv ag	DAGLB inhibitor	CDK5 inh	SUMO Mot1 rescue	PKA-R2B act	PKA-R1A activ
Cc1ccc(CN2C(=O)CCC2C(=O)NCCN(CC(C)C)CC(C)C)cc1 (stereo unspecified)
→ -5	0.3	1.4	2.5	-2	2	0	-0.5	-13	1	-10
Fc1ccc2c(c1)c1n[nH]c(=S)nc1n2CCc1ccccc1
→ -7	.	.	-0.2	2	-6	6	1.4	.	-10	-14

This part in full, from the first entry:
Order of values: Tat export inh	Ecoli viability	AddAB inh	phage Ecoli inh	HTR5A ag ctr	HTR5A inv ag	DAGLB inhibitor	CDK5 inh	SUMO Mot1 rescue	PKA-R2B act	PKA-R1A activ
Cc1ccc(CN2C(=O)CCC2C(=O)NCCN(CC(C)C)CC(C)C)cc1 (stereo unspecified)
→ -5	0.3	1.4	2.5	-2	2	0	-0.5	-13	1	-10
Fc1ccc2c(c1)c1n[nH]c(=S)nc1n2CCc1ccccc1
→ -7	.	.	-0.2	2	-6	6	1.4	.	-10	-14
COc1ccccc1N1CCN(C(=O)c2cn(-c3ccccc3)nc2-c2cccnc2)CC1
→ 8	-1.4	1.5	-0.6	-1	2	6	-16	10	-4	1
CC(NC(=O)COC(=O)/C=C/c1cccc(C(F)(F)F)c1)c1ccccc1 (stereo unspecified)
→ -4	-0.2	-0.3	2.5	6	-16	-6	0.3	-13	5	-8
N/C(Cc1ccc([N+](=O)[O-])cc1)=N\OC(=O)COc1cccc2ccccc12
→ -1	-0.4	-0.3	.	-2	8	-9	-3.3	2	-10	-20
O=C(CN1C(=O)c2ccccc2S1(=O)=O)c1ccc(F)c(F)c1
→ 1	0.2	-0.9	-0.3	6	-19	1	-1.0	37	-1	0
Cc1cccc(Cn2cnc3c(NS(C)(=O)=O)c(C)c(C)cc32)c1
→ 6	-3.3	-1.7	2.9	-2	-6	-4	-0.8	-8	-9	3
COc1ccc(-n2nc3c(N4CCC(C(=O)NCc5ccccc5)CC4)nnc(C)c3c2C)cc1
→ 14	-1.9	0.0	-1.6	-1	-1	2	-1.6	3	2	10
COc1cc2ncnc(NCCc3ccccc3)c2cc1OC
→ 3	2.0	3.7	-0.8	1	-37	2	0.5	-7	-3	-7
O=C(CSc1nnc(-c2ccccc2)c(-c2ccccc2)n1)NC1CCS(=O)(=O)C1 (stereo unspecified)
→ 4	-0.8	-1.0	3.3	0	0	-2	1.4	8	-5	-6
Cc1nnc(NN2CCOCC2)[nH]c1=O
→ -3	0.9	2.9	3.8	.	.	.	1.2	500	.	.
CCOCCn1c(=NC(=O)CSCC(=O)Nc2cc(C)on2)sc2cc(OC)ccc21
→ 10	-1.2	3.0	-0.2	-4	-3	-1	-1.7	387	-3	-4
Cc1cc2ccccc2c(=O)n1CC(=O)N(C)c1ccc(F)cc1
→ 3	0.6	1.5	1.2	1	-13	2	-0.8	-3	0	0
Cc1ccccc1NC(=O)c1cc(S(=O)(=O)N2CCOCC2)cn1C
→ 8	-0.1	0.6	-1.8	1	-2	0	1.1	2	2	-9
CC(C)(C)OC(=O)N1CCC(C(=O)Nc2cccc(C(=O)N3CCOCC3)c2)CC1
→ -8	0.6	2.2	4.5	1	-2	-2	-1.2	3	6	0
Cc1ccsc1C(=O)Nc1cc(C(C)(C)C)nn1-c1ccccc1
→ -1	1.2	1.6	.	14*	22	-5	-1.0	23	1	1
N#Cc1nc(-c2cccs2)oc1NCc1ccccc1Cl
→ -1	-0.4	4.0	2.4	0	1	-3	-0.7	-25	-10	-12
COc1ccc(C(O)Cn2ccsc2=NC(C)=O)cc1 (stereo unspecified)
→ 8	1.1	1.4	-1.5	-1	7	-1	-0.5	28	8	2
Cc1ccc(NC(=O)CN2CCCC2)cc1Br
→ -3	1.9	1.7	2.9	-2	6	0	-0.4	-10	-5	-16
Cc1ccc(C)c(NC(=O)COC(=O)c2ccc[n+]([O-])c2)c1
→ 10	1.7	-0.6	3.3	-3	11	0	-1.8	-14	7	0
CCCCCSc1nc(O)cc(=O)[nH]1
→ -5	1.6	2.8	3.4	0	-1	2	-0.8	2	-9	-18
COc1ccc2c(CC(=O)N[C@@H](Cc3c[nH]c4ccccc34)C(=O)O)cc(=O)oc2c1
→ 5	-2.1	0.5	3.9	-3	11	-2	-0.2	-9	-1	-1
O=C(COC(=O)c1ccc(F)cc1F)c1ccc[nH]1
→ 5	.	.	2.4	3	-2	0	0.7	.	-5	-4
CCCCOc1cc(C)nc(NCc2ccccc2)n1
→ 13	0.1	0.6	2.3	2	-24	-6	-0.5	80	3	-13
CS(=O)(=O)c1ccccc1-c1nc(-c2cc(C(F)(F)F)cc(C(F)(F)F)c2)no1
→ -3	0.6	2.9	2.5	4	-8	2	0.1	83	-3	-6
COc1cccc(-n2c(SCC(=O)NC(C)(C)C)nnc2-c2ccoc2C)c1
→ 7	3.0	1.0	0.2	1	-14	-2	-1.2	2	1	-13
CCOc1ccc(NC(=O)CN(C)C(=O)c2ccc(N3CCCCC3)c([N+](=O)[O-])c2)cc1OCC
→ 4	-0.9	4.2	2.7	-3	8	7	0.0	-1	-8	-2
Cc1cccc(C)c1N=C1NN=C(c2ccccc2F)CS1
→ -6	-2.7	1.9	4.7	5	-18	-4	-1.4	8	0	-11
Cc1ccc(N(C(=O)CNC(=O)c2ccco2)C(C(=O)NCC2CCCO2)c2ccccc2)cc1 (stereo unspecified)
→ 5	1.6	-0.7	2.2	4	-16	2	0.9	5	9	8
Cc1ccccc1CC(=O)Nc1ccc(S(=O)(=O)N2CCN(C)CC2)cc1
→ 4	2.7	4.7	2.3	1	1	-3	-0.1	1	3	-4
COc1ccccc1C(=O)NCC(=O)NC(C)CCc1ccccc1 (stereo unspecified)
→ 3	-2.8	-1.1	-0.1	2	4	-1	-3.3	340*	-1	2
O=C(COc1ccc(=O)n(-c2ccccc2)n1)Nc1ccccc1
→ -7	-1.6	-1.2	3.3	4	-13	-1	-4.5	2	-2	-4
O=C(CNC(=O)c1ccc(Cl)cc1)OCCN1C(=O)c2ccccc2C1=O
→ 3	-1.2	2.5	1.4	6	-16	-2	0.5	-11	4	5
COC(=O)C1=C(C(=O)OC)[C@@H]2N(Cc3ccccc3)c3ccccc3[C@@]23C[C@@H](C(=O)OC)N(C(=O)CC(C)C)C3=N1
→ -3	2.2	1.9	3.0	-3	7	-6	-0.3	-20	4	0
COc1cc(NC(=O)NCC2CCN(Cc3ccccc3C)CC2)cc(OC)c1OC
→ -9	.	.	0.5	2	-7	1	-1.5	619	-3	4
CCC(C)[C@H](NC(=O)Nc1ccc(S(N)(=O)=O)cc1)C(=O)O (stereo partly specified)
→ -2	-3.7	-0.2	4.3	1	8	0	1.7	-7	5	-10
O=C(CCN1C(=O)c2ccccc2S1(=O)=O)NCc1ccco1
→ -1	1.1	2.5	1.1	5	-13	1	-0.3	4	10	-9
O=C(Cc1cccc(C(F)(F)F)c1)OCC(=O)N1CCN(S(=O)(=O)c2ccc(Cl)cc2)CC1
→ 7	-0.6	0.5	2.7	9	-23	-2	-3.8	-3	-4	-3
CC(C)CC(=O)/C=C/n1c(=S)oc2ccccc21
→ 1	-1.0	3.5	3.0	-1	2	-1	0.8	24	2	-1
C/C(=N/NC(=O)CCc1c(C)n[nH]c1C)c1cccc([N+](=O)[O-])c1
→ 0	-3.3	3.0	3.4	0	3	-1	10	-20	-2	-13
C/C(=N\NC(=S)Nc1ccc(C)c(C)c1)c1ccc(N2CCOCC2)cc1
→ 12	-3.0	1.9	0.9	3	-9	-4	-2.4	2	-11	-8
COc1ccc2[nH]c(CN3CCN(CC(C)C)C(CCO)C3)c(C)c2c1 (stereo unspecified)
→ -9	2.0	2.1	2.4	1	-2	-1	-3.1	19	-7	-11
O=C1NCCCC1C(=O)N1CCN(C(=O)c2ccco2)CC1 (stereo unspecified)
→ 10	-0.2	1.7	-0.2	3	7	0	1.0	-2	0	-7
O=C(CN1C(=O)c2ccccc2C1=O)Nc1ccccc1
→ 5	1.0	0.5	3.1	-1	-30	-2	-3.9	51	-5	6
CNC(C)C#Cc1ccc2c(=O)c3cc(C)c(C)cc3oc2c1 (stereo unspecified)
→ 4	2.9	2.3	3.3	2	-5	-4	-0.7	200	-6	-16
O=C(C1CCN(S(=O)(=O)c2cccc3nonc23)CC1)N1CCCCC1
→ 5	0.4	3.4	3.1	6	-18	0	0.8	9	10	6
N=c1c(C(=O)NCc2ccc(F)cc2)cc2c(=O)n3ccccc3nc2n1CC1CCCO1 (stereo unspecified)
→ -2	-1.4	0.0	1.6	8	-19	2	0.8	-4	14	-3
CN(C)CCOC1c2ccccc2-c2ccccc21
→ -3	-0.5	-0.7	1.6	2	-8	-2	-2.5	-1	-1	-11
COc1ccc(C(C)=O)cc1CN1C(=O)NC2(CCCC2)C1=O
→ -4	-0.7	-0.6	-1.2	-3	-20	-1	0.7	-2	2	-13
Cc1ccc(NC(=O)CN2C(=O)N/C(=C/c3ccccc3OCc3cccc(C(=O)O)c3)C2=O)cc1
→ 5	-0.9	3.6	1.4	1	12	4	0.2	-6	-5	13
O=C(CSc1nc2ccccc2c(=O)n1Cc1ccco1)N1CCCCCC1
→ -3	-4.3	2.2	1.6	-3	9	-2	-1.8	12	0	-1
Cc1cc(NC(=O)COc2cccc(Oc3ccccc3)c2)no1
→ -2	1.8	0.9	1.2	-7	2	-3	-1.5	-10	-4	1
O=C(C[n+]1ccccc1)N/N=C/c1cccs1
→ -1	-2.2	0.0	1.4	7	27	0	-0.6	8	-11	-13
COCCCNC(=O)[C@H]1N2C(=O)c3ccccc3C2SC1(C)C (stereo partly specified)
→ -4	3.2	-0.6	2.0	0	-1	-1	-1.7	-5	-7	-6
COc1ccccc1CN(C)CC(=O)NC1CCCc2ccccc21 (stereo unspecified)
→ -1	-2.3	1.4	3.2	-2	5	-4	-1.3	-17	8	-7
Cc1ccc(C)c(NC(=O)COC(=O)CNC(=O)C2CCCCC2)c1
→ -1	0.5	-6.0	2.3	-2	5	1	1.5	-3	10	-7

Part of the list above, as a markdown table:
| SMILES | Tat export inh | Ecoli viability | AddAB inh | phage Ecoli inh | HTR5A ag ctr | HTR5A inv ag | DAGLB inhibitor | CDK5 inh | SUMO Mot1 rescue | PKA-R2B act | PKA-R1A activ |
| --- | --- | --- | --- | --- | --- | --- | --- | --- | --- | --- | --- |
| O=C(CN1C(=O)c2ccccc2C1=O)Nc1ccccc1 | 5 | 1.0 | 0.5 | 3.1 | -1 | -30 | -2 | -3.9 | 51 | -5 | 6 |
| COc1ccccc1N1CCN(C(=O)c2cn(-c3ccccc3)nc2-c2cccnc2)CC1 | 8 | -1.4 | 1.5 | -0.6 | -1 | 2 | 6 | -16 | 10 | -4 | 1 |
| Cc1ccc(NC(=O)CN2C(=O)N/C(=C/c3ccccc3OCc3cccc(C(=O)O)c3)C2=O)cc1 | 5 | -0.9 | 3.6 | 1.4 | 1 | 12 | 4 | 0.2 | -6 | -5 | 13 |
| Cc1ccc(NC(=O)CN2CCCC2)cc1Br | -3 | 1.9 | 1.7 | 2.9 | -2 | 6 | 0 | -0.4 | -10 | -5 | -16 |
| O=C(C1CCN(S(=O)(=O)c2cccc3nonc23)CC1)N1CCCCC1 | 5 | 0.4 | 3.4 | 3.1 | 6 | -18 | 0 | 0.8 | 9 | 10 | 6 |
